GRIN3A LBD mod – modulators (binders) of human NR3A ligand-binding domain; actives 2.5% (n = 340,000); AID 1259313; NR3A LBD differential scanning fluorimetry, Tm shift; 0% = protein alone, 100% = glycine-bound protein; Tm shift relative to glycine control, % at 25 µM;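 active = melting temperature shift of at least 10% of the positive control shift, at one fixed dose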
tim23-1 inh – inhibits growth of tim23-1 mutant yeast; S. cerevisiae tim23-1 growth, BacTiter-Glo luminescence, 24 h; inhibition, % at 20 µM; AID 463212; actives 1.3% (n = 330,000);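 active = growth inhibition of the mutant yeast at or above 50%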;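 also: temperature-sensitive mutant grown at 25 °C; plate controls were DMSO-treated mutant yeast for no effect and medium wells lacking yeast for full effect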
TIM10 inh – growth inhibitors of TIM10 yeast strain; S. cerevisiae TIM10 strain growth, BacTiter-Glo luminescence, 24 h; inhibition, % at 10 µM; actives 1.4% (n = 330,000);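 active = inhibition of 40% or more at the single tested concentration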;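 also: wild-type TIM10 isogenic control strain grown at permissive 25 °C; 0% = DMSO yeast wells and 100% = minimal medium wells without yeast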
APJ ag – activates the human apelin receptor APJ; AID 2520; CHO-K1 APJ PathHunter beta-arrestin, luminescence; 0% DMSO wells, 100% apelin; activation, % at 20 µM; actives 0.11% (n = 330,000);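 active = activation more than six SD over the plate average, tested at 20 µM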;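 also: 0% = DMSO alone and 100% = apelin-13 at 10 nM; some results filed as inactive read as strong as hits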
Target sequence (P35414 whole entry, looked up): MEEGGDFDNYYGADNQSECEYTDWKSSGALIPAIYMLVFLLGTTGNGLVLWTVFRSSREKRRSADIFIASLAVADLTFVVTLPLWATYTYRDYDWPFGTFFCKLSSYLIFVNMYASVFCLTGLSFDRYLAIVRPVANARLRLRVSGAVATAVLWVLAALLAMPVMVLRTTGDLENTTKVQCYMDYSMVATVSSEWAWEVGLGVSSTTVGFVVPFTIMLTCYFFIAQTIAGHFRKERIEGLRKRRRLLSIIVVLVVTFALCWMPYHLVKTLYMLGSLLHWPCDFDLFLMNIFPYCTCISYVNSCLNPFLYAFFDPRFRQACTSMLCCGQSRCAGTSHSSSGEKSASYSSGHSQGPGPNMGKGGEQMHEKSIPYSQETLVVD
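assay system = CHO-K1 APJ beta-arrestin complementation cell line | input = cell density 1000 per well | dosing = compound 20 µM once, DMSO 1% | timing = compound 90 min 25 °C, reagent 1 h | measured by = luminescence from split beta-galactosidase complementation, Galacton Star/Emerald II substrate | read-out basis = APJ agonist activity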
tim10-1 inh – tim10-1 yeast growth inhibition | actives 2.2% (n = 330,000) | AID 463190 | inhibition, % at 20 µM | S. cerevisiae tim10-1 ts strain growth, BacTiter-Glo, 24 h;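 active = inhibition of at least 40%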;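 also: mutant grown at 25 °C; 0% = DMSO wells with yeast and 100% = wells holding no yeast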
MPTP inh – blocks calcium-induced mitochondrial swelling; isolated mouse mitochondria, Ca2+ swelling absorbance, 30 min; inhibition, % at 10 µM; actives 1.4% (n = 360,000); AID 602449;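 active = inhibition of 50% or more, scaled per plate between neutral and stimulator controls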;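 also: 0% = DMSO wells given calcium and 100% = 1 mM EGTA wells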
APJ antag – antagonists of human APJ apelin receptor; P35414; CHO-K1 APJ beta-arrestin complementation, luminescence; inhibition, % at 20 µM; actives 0.32% (n = 330,000);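 active = inhibition above about 40% at 20 µM, limit read from the data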;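 also: cells challenged with 10 nM apelin-13 agonist together with compound; plate controls were apelin-13 plus DMSO wells for no effect and DMSO wells lacking apelin-13 for full effect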
NALP3 yeast inh – blocks the NALP3 inflammasome reconstituted in yeast | inhibition, % at 10 µM | Yeast reconstituted NLRP3/ASC/caspase-1, beta-gal luminescence, 24 h | actives 0.39% (n = 330,000);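 active = inhibition of 50% or more; inactive = inhibition below 50%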;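 also: plate controls were induced DMSO wells for no effect and uninduced yeast grown without galactose for full effect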
beta cell repl – inducers of beta-cell replication in MIN6 cells; actives 0.29% (n = 330,000); AID 2380; proliferation, % at 10 µM; MIN6 cells proliferation, ATPlite luminescence, 48 h; cells starved in 0.2% serum; 100% = growth in 10% serum;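 active = compounds whose signal lies at least 3.5 SD above the mean of all wells on their plate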;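 also: 0% = DMSO-treated cells in low-serum medium and 100% = 10% serum control; some compounds called inactive have numbers as strong as hits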
* marks the source's active call; other numbers are inactive results; . = not tested or not shown.

SMILES	GRIN3A LBD mod	tim23-1 inh	TIM10 inh	APJ ag	tim10-1 inh	MPTP inh	APJ antag	NALP3 yeast inh	beta cell repl
CC[C@@H](C)C(NC(=O)OC(C)(C)C)c1cn([C@@H](Cc2cc3ccccc3[nH]2)C(=O)N2CCN(C(=O)OC(C)(C)C)CC2)nn1 (stereo not given in full)	-4	-1	2	2	-16	0.7	-56	7	-7
CC(CCc1ccco1)NC(=O)CCc1nnc2ccc(NCc3ccccc3)nn12 (stereo not given)	-1	-2	5	1	-1	-1.5	20	10	-2
COC(=O)C1(S(=O)(=O)C2(C(=O)OC)CCCC2)CCCC1	-1	6	6	-4	14	0.1	-3	-7	-3
Cc1cc(NC(=O)CSc2nc3ccccc3n2CC(C)C)no1	-1	37	7	0	-5	-1.9	4	32	8.0*
COCCCNC(=S)N1CCN(S(=O)(=O)c2ccc(OC)cc2)CC1	-1	-1	5	-1	-2	-1.2	2	12	0
O=C(c1ccc2snnc2c1)N1CCSCC1	-1	11	4	0	6	-6.5	-3	-1	1
CCCCOC(=O)c1sc2nc(N3CCOCC3)c3c(c2c1N)CC(C)(C)OC3	-1	-11	-10	-5	7	2.8	-18	-13	3
CCCCN(C)C(=O)C1CCC(CNS(=O)(=O)c2ccc3c(c2)CC(C)N3C(=O)C2CC2)CC1 (stereo not given)	-1	3	-4	4	11	3.4	11	17	1
O=C(c1cc(COc2c(F)cccc2F)on1)N1CCC(c2ccccc2Cl)C1 (stereo not given)	-2	16	5	-1	20	5.3	12	8	-3
CC(C(=O)O)n1cnc2sc3c(c2c1=O)CCCC3 (stereo not given)	0	-1	-2	-3	2	-1.1	17	12	-5
CCOC(=O)C1=C(C)Nc2nc(C)nn2C1c1ccc(OCC)c(OC)c1 (stereo not given)	-1	8	3	-4	-5	-0.8	5	11	-3
COc1ccc(Cl)cc1S(=O)(=O)N1CCC(C(=O)NCC2CCCO2)CC1 (stereo not given)	1	8	6	-2	6	-1.2	-10	17	4
CCCOc1ccc(/C=N/Nc2ccccn2)cc1OC	-3	1	17	-2	17	-0.3	4	14	0
COc1ccc(S(=O)(=O)N(CC(=O)N/N=C/c2cccs2)c2ccc(C)cc2)cc1OC	-8	15	9	-3	3	1.3	8	10	-2
CN(CC(=O)Nc1ccccc1C(=O)N1CCCC1)S(=O)(=O)c1ccc(Cl)cc1	1	25	-5	-5	8	-2.7	-6	0	4
Cc1ccc(Cn2c(=O)c3c(ncn3C)n(C)c2=O)cc1	-1	10	-14	0	-2	2.3	15	10	-2
S=C(c1ccc(-c2ccccc2)o1)N1CCCCC1	1	23	25	-4	30	1.8	8	21	-6
O=C(NCC1CCCO1)c1ccc(COc2ccc(F)cc2)o1 (stereo not given)	-1	15	16	-1	15	1.2	12	19	-1
CC(=O)c1c(O)c(C)c(-c2ccccc2)n(-c2ccccc2)c1=O	-1	56*	24	0	33	-0.6	15	33	-3
Cc1ccc(C)c(NC(=S)NNC(=O)c2sccc2C)c1	-3	7	12	-7	22	-0.9	20	3	0
COc1ccc(NC(=O)CN2C(=O)C(C)Oc3ccc(C)cc32)cc1 (stereo not given)	0	0	-11	-2	-32	-1.7	-5	11	-3
CCCc1ccc2oc(C(=O)NCc3nnc(C)o3)c(C)c2c1	-1	13	3	5	11	1.3	11	31	2
O=C(O)CCC(=O)NNC(=O)CCCOc1ccc(Cl)cc1Cl	-2	-2	-4	0	-15	-2.6	6	21	0
CCN(C(=O)c1cccs1)c1nnc(-c2ccncc2)s1	3	-30	-22	8	-13	0.1	2	25	2
COC(=O)/C=C1\SC(N)=NC1=O	2	14	16	-2	5	1.6	9	-1	-1

Filtered by structure, those above containing a COOH group.
SMILES	GRIN3A LBD mod	tim23-1 inh	TIM10 inh	APJ ag	tim10-1 inh	MPTP inh	APJ antag	NALP3 yeast inh	beta cell repl
CC(C(=O)O)n1cnc2sc3c(c2c1=O)CCCC3 (stereo not given)	0	-1	-2	-3	2	-1.1	17	12	-5
O=C(O)CCC(=O)NNC(=O)CCCOc1ccc(Cl)cc1Cl	-2	-2	-4	0	-15	-2.6	6	21	0

Additional records.
SMILES	GRIN3A LBD mod	tim23-1 inh	TIM10 inh	APJ ag	tim10-1 inh	MPTP inh	APJ antag	NALP3 yeast inh	beta cell repl
O=C(Nc1ccc(Cl)cc1)NC1(C(=O)NCCCN2CCOCC2)CCCCC1	1	13	18	0	10	0.1	20	10	0
COC(=O)CSc1nc2c(c(=O)n(C)c(=O)n2C)n1CCC(C)C	2	3	-1	-3	11	3.2	-3	18	-4
Cc1c(NC(=O)COC(=O)CSc2ccc([N+](=O)[O-])cc2)c(=O)n(-c2ccccc2)n1C	0	1	4	-4	-2	-0.2	12	18	-1
COc1cc2[nH]c(Cl)c([N+](=O)[O-])c2cc1OC	-1	-1	2	-2	10	1.4	-34	-16	-1
O=S(=O)(NCC(c1cccs1)N1CCc2ccccc2C1)c1ccccc1 (stereo not given)	14*	37	27	-5	32	1.2	8	10	-2
O=C(O)C1C2C=CC(C2)C1C(=O)NCc1ccccn1 (stereo not given)	.	-11	-1	-2	6	.	12	2	-3
COc1ccc(NC(=O)c2cccn(CC=C(C)C)c2=O)cc1	-2	12	26	-3	40	1.2	14	24	-3
COCCNC(=S)N/N=C(\C)c1ccccc1F	-1	23	21	-1	13	-2.0	-1	5	2
CS(=O)(=O)N1CCN(C(=O)Cc2ccccc2Cl)CC1	0	3	-16	1	-12	-0.6	1	1	-1
Cc1cccc(NC(=O)Nc2nnc(-c3ccccc3)o2)c1	-1	8	15	-2	-3	3.9	11	9	-4
Cc1nn(-c2ccccn2)c2c1-c1nc(N3CCOCC3)ncc1CC2	-1	18	15	-1	18	-1.1	-23	23	1
CCCN(CCC)C(=O)CC(c1ccccc1)C1CCOC(C)(C)C1 (stereo not given)	1	32	-1	-2	11	-0.3	11	2	-1
CCCCN(CCCC)CC(O)Cn1c2ccccc2c(=O)c2ccccc21 (stereo not given)	-2	5	-8	1	14	0.9	-25	12	-3
CCCCCCCNC(=O)C1(CC2CC(c3cccc(Br)c3)=NO2)CCN(C(=O)c2ccccc2)CC1 (stereo not given)	-1	23	5	-1	2	0.0	10	20	-9
CN1CCC(=NNC(=O)CN(c2ccc(Oc3ccccc3)cc2)S(C)(=O)=O)CC1	-2	12	2	-1	13	-1.3	12	9	0
COc1cc(/C=C2\C(=O)NN(c3ccc(C)cc3)C2=O)cc([N+](=O)[O-])c1O	-19	-3	12	-8	-40	0.6	37	-48	-1
CCc1nnc(NS(=O)(=O)c2ccc(NC(=O)c3ccco3)cc2)s1	3	14	14	2	7	-0.3	1	0	-2
O=C(CCNC(=O)c1ccco1)NCCN1C(=O)S/C(=C\c2ccc(F)cc2)C1=O	2	-1	-5	2	2	0.1	-11	3	5
O=C(NC1CCC(O)CC1)c1cc(-c2ccco2)nc2ccccc12 (stereo not given)	2	-20	-6	-2	-24	-1.4	12	29	-2
Cc1ccc(C2(CCNCc3ccc(N(C)C)cc3)CCOC(C(C)C)C2)cc1 (stereo not given)	0	19	18	0	7	4.0	12	11	-6
COc1ccc(OC)c(C2=Nn3c(nnc3-c3cccc(OC(C)C)c3)SC2)c1	-11	13	17	-6	19	16	-8	16	-3
OCCCc1nc2n(n1)C(c1ccccc1)C=C(c1ccc(F)cc1)N2 (stereo not given)	0	5	-3	-2	16	-1.7	-36	2	-1
Cc1ccc(C(=O)NC(=O)CSc2nnc(C)s2)cc1	1	6	3	-6	-15	-1.3	-1	-1	-4
COCCC(=O)Nc1ccc2c(c1)CN(C(=O)c1ccc(CSC)o1)CC2	-4	-2	-7	-3	7	0.2	24	16	-1
Cn1c(=O)c2c(nc(Oc3ccc4ccccc4c3)n2C)n(C)c1=O	2	20	15	-3	29	-2.6	-7	-2	4

Shown as a hit in GRIN3A LBD mod, among the entries above:
SMILES	GRIN3A LBD mod	APJ ag	MPTP inh	APJ antag	NALP3 yeast inh
O=S(=O)(NCC(c1cccs1)N1CCc2ccccc2C1)c1ccccc1 (stereo not given)	14*	-5	1.2	8	10

Some of these compounds in order of the APJ ag value, lowest first:
Molecule	GRIN3A LBD mod	APJ ag	MPTP inh	APJ antag	NALP3 yeast inh
COc1ccc(NC(=O)c2cccn(CC=C(C)C)c2=O)cc1	-2	-3	1.2	14	24
OCCCc1nc2n(n1)C(c1ccccc1)C=C(c1ccc(F)cc1)N2 (stereo not given)	0	-2	-1.7	-36	2
CCCCCCCNC(=O)C1(CC2CC(c3cccc(Br)c3)=NO2)CCN(C(=O)c2ccccc2)CC1 (stereo not given)	-1	-1	0.0	10	20
CC(CCc1ccco1)NC(=O)CCc1nnc2ccc(NCc3ccccc3)nn12 (stereo not given)	-1	1	-1.5	20	10

Next compounds.
SMILES	GRIN3A LBD mod	tim23-1 inh	TIM10 inh	APJ ag	tim10-1 inh	MPTP inh	APJ antag	NALP3 yeast inh	beta cell repl
O=C(O)c1cccc(S(=O)(=O)N2CCC(Cc3ccccc3)CC2)c1	4	5	9	0	7	1.6	-3	28	-2
CC(=O)C1=C(C)NC(SCC(N)=O)=C(C#N)C1C (stereo not given)	1	5	2	-1	3	-0.7	-2	15	0
Cc1ccc(NC(=O)c2cc(=O)n(Cc3ccccc3)c(=O)[nH]2)cc1C	-13	7	-5	-3	-5	-0.2	-3	7	0
COC(=O)c1[nH]c2ccc(C)cc2c1NS(=O)(=O)c1ccc(F)cc1	-27	32	13	-2	25	-1.1	15	-11	-1
O=C(NCCN1CCN(C(=O)c2cccc(Br)c2)CC1)C(=O)NCc1ccccc1	1	14	17	-3	13	3.2	-8	1	6
Cc1ccccc1NC(=S)N=Nc1c(O)n(C)c2ccc(S(=O)(=O)N3CCOCC3)cc12	-4	12	17	1	10	0.8	-29	6	-5
CC(C)NC(=O)c1[nH]nc2c1CCc1ccccc1-2	1	23	-17	-2	23	0.8	-9	19	-2
COc1ccc2cc3cc(C(=O)N4CCN(c5ccccc5)CC4)oc3nc2c1	4	2	-14	-8	3	0.5	-9	-10	0
O=C(/C=C/c1ccco1)N(Cc1cccc(F)c1)C1CCS(=O)(=O)C1 (stereo not given)	1	19	0	-3	24	-2.5	16	14	7
O=C(Cn1c(=O)sc2ccccc21)Nc1ccc(S(=O)(=O)N2CCCC2)cc1	-9	12	-6	-4	14	3.6	2	4	-1
COCCSc1nnc(NC(=O)CCS(=O)(=O)c2ccccc2)s1	-1	17	11	-2	27	0.3	8	15	-2

Three structures already listed, ordered by length of the SMILES, highest first:
SMILES	GRIN3A LBD mod	tim23-1 inh	TIM10 inh	APJ ag	tim10-1 inh	MPTP inh	APJ antag	NALP3 yeast inh	beta cell repl
O=C(Cn1c(=O)sc2ccccc21)Nc1ccc(S(=O)(=O)N2CCCC2)cc1	-9	12	-6	-4	14	3.6	2	4	-1
COC(=O)c1[nH]c2ccc(C)cc2c1NS(=O)(=O)c1ccc(F)cc1	-27	32	13	-2	25	-1.1	15	-11	-1
CC(=O)C1=C(C)NC(SCC(N)=O)=C(C#N)C1C (stereo not given)	1	5	2	-1	3	-0.7	-2	15	0

Screening results as filed in PubChem BioAssay.
